# RMI FANCM FP – inhibitors of human RMI core complex binding to FANCM MM2; FP signal (polarization) at 33 µM; Fluorescence polarization, RMI core complex with F-MM2 peptide; hits give low values; hit rate 0.58% among 70,000; in the data active = FP signal below about 40; note: inactives centre near 61; strong numbers were not always called active; unit not given here
# Numbers without * were called inactive; & = joins results of further samples.
RMI FANCM FP | smiles
61 | O=C(c1ccccc1C(F)(F)F)N1CCC(c2nnc(-c3ccco3)s2)CC1
51 | CCN(C(=O)CSc1nc2cc(-c3ccccc3)sc2c(=O)n1C)c1ccccc1
102 | O=C(CSc1nnc(-c2ccccc2F)o1)Nc1nccs1
57 | N#Cc1ccc(C#Cc2ccccc2)cc1
54 | C=CCNC(=O)CSc1nc(CCC)cc(=O)[nH]1
52 | O=S(=O)(c1ccc2c(c1)OCCO2)N1CCN(CCc2ccccc2)CC1
58 | CN(C)c1ccc(CN(Cc2ccco2)C(=O)c2ccc(Br)cc2)cc1
71 | C=CCn1c(N)c(C(=O)NCc2ccccc2OC)sc1=S
56 | COC(=O)c1scc(C)c1NC(=O)C1=Cc2cc(Cl)ccc2OC1
73 | O=C(c1ccc2ccccc2c1)N(Cc1cccnc1)c1nc2c(Cl)cccc2s1

# A second format for part of the listing above.
molecule | RMI FANCM FP
O=C(c1ccccc1C(F)(F)F)N1CCC(c2nnc(-c3ccco3)s2)CC1 | 61
CCN(C(=O)CSc1nc2cc(-c3ccccc3)sc2c(=O)n1C)c1ccccc1 | 51

# Remaining list, next part:
RMI FANCM FP | smiles
50 | N/C(=N\OC(=O)c1cccs1)C1(c2ccc(Cl)cc2Cl)CC1
89 | Cc1ccc(C)n1CC1CCNCC1
60 | N#Cc1ccc(OC(=O)c2ccc(Cl)c(Cl)c2)cc1
65 | Cn1c(=O)c2c3nc4ccccc4cc3c(=O)n(-c3ccccc3)c2n(C)c1=O
65 | CCCCOc1ccc(C(=O)Nc2cc(C)no2)cc1
74 | C=CCn1c(SCC(=O)NCc2ccco2)nc2scc(-c3ccccc3Cl)c2c1=O
64 | COc1ccc(N2CCN(C(=O)c3cc4ccccc4o3)CC2)nn1
60 | Cn1c(C2CCN(S(C)(=O)=O)CC2)nn(CC(=O)NCCc2ccccc2)c1=O
62 | Cc1cc(S(=O)(=O)NCCCn2ccnc2)cc([N+](=O)[O-])c1C
63 | O=c1[nH]c2ccccc2c(=O)n1CCc1nc(-c2ccncc2)no1

# 17 successive entries already listed, for reference:
RMI FANCM FP | smiles
61 | O=C(c1ccccc1C(F)(F)F)N1CCC(c2nnc(-c3ccco3)s2)CC1
51 | CCN(C(=O)CSc1nc2cc(-c3ccccc3)sc2c(=O)n1C)c1ccccc1
102 | O=C(CSc1nnc(-c2ccccc2F)o1)Nc1nccs1
57 | N#Cc1ccc(C#Cc2ccccc2)cc1
54 | C=CCNC(=O)CSc1nc(CCC)cc(=O)[nH]1
52 | O=S(=O)(c1ccc2c(c1)OCCO2)N1CCN(CCc2ccccc2)CC1
58 | CN(C)c1ccc(CN(Cc2ccco2)C(=O)c2ccc(Br)cc2)cc1
71 | C=CCn1c(N)c(C(=O)NCc2ccccc2OC)sc1=S
56 | COC(=O)c1scc(C)c1NC(=O)C1=Cc2cc(Cl)ccc2OC1
73 | O=C(c1ccc2ccccc2c1)N(Cc1cccnc1)c1nc2c(Cl)cccc2s1
50 | N/C(=N\OC(=O)c1cccs1)C1(c2ccc(Cl)cc2Cl)CC1
89 | Cc1ccc(C)n1CC1CCNCC1
60 | N#Cc1ccc(OC(=O)c2ccc(Cl)c(Cl)c2)cc1
65 | Cn1c(=O)c2c3nc4ccccc4cc3c(=O)n(-c3ccccc3)c2n(C)c1=O
65 | CCCCOc1ccc(C(=O)Nc2cc(C)no2)cc1
74 | C=CCn1c(SCC(=O)NCc2ccco2)nc2scc(-c3ccccc3Cl)c2c1=O
64 | COc1ccc(N2CCN(C(=O)c3cc4ccccc4o3)CC2)nn1

# More entries follow:
RMI FANCM FP | smiles
63 | Cc1[nH]c(=O)[nH]c(=O)c1CCc1nnc(SCc2nc3ccccc3c(=O)[nH]2)o1
44 | O=C(Cn1nnc(-c2cccc(C(F)(F)F)c2)n1)c1ccc(Cl)cc1
57 | OC(COc1cccc(C(F)(F)F)c1)CN1CCN(c2nc(-c3ccccc3)ns2)CC1 (stereo unspecified)
74 | CCOc1ccc(NC(=O)C(=O)NCCc2ccc(N(C)C)cc2)cc1
89 | COc1cccc2sc(=NC(=O)C3CCCCN3S(=O)(=O)c3cccs3)n(C)c12 (stereo unspecified)
72 | CCN(CC)CCN(C(=O)c1ccnn1CC)c1nc2c(C)c(Cl)ccc2s1
75 | CCOc1ccc(-c2cc(-c3nc(-c4ccc(OC)cc4OC)no3)[nH]n2)cc1
59 | CN(C)S(=O)(=O)c1ccc(C(=O)N=c2sc3cc(S(C)(=O)=O)ccc3n2C)cc1
60 | CSc1sc(C(C)=O)c(N)c1C#N
72 | Cc1ccc(CSc2ccc(NC(=O)C3CC3)nn2)cc1
67 | CC(=O)Nc1ccc(SCCCC(=O)Nc2cc(F)ccc2F)nn1
60 | Cn1c(=O)[nH]c(=O)c2c1nc(Br)n2Cc1cccc2ccccc12
66 | CCOC(=O)CCC(=O)Nn1cnc2c(cnn2-c2ccc(C)cc2)c1=O
56 | CN(C)/C=C/C=C1\CCCC1=O
62 | COc1c[nH]c(C(=O)Nc2cccc(Cl)c2)cc1=O
75 | CC(C)(CO)NCC(O)COC1CC2CCC1(C)C2(C)C (stereo unspecified)
67 | CC1(C)COc2ccc(NC(=O)C34CC5CC(CC(C5)C3)C4)cc2NC1=O
62 | O=C(CCCCn1c(=O)c2ccccc2n(CC(=O)NC2CCCCC2)c1=O)NC1CCCCC1
61 | COc1ccc(C2OCCCO2)c(Cl)c1OC
55 | O=C(/C=C/c1cccs1)Nc1nnc(C2CCCO2)o1 (stereo unspecified)
64 | O=C(NC(=S)NNc1ncccc1-n1cccc1)c1ccccc1
65 | O=C(Cc1csc(Nc2ccccc2)n1)NCc1ccc(F)cc1
65 | CCOC(=O)c1nn(-c2ccc(F)cc2)c(=O)c2c(NC(=O)c3cc4ccccc4o3)scc12
67 | C=CCN1C(=O)C(C)(C)COc2cc(NC(=O)Cc3ccc(Cl)cc3)ccc21
65 | O=C(CCCn1nc(-c2ccco2)ccc1=O)Nc1cccc(C(F)(F)F)c1
52 | O=S(=O)(Cc1ccccc1)C1CCCCC1O (stereo unspecified)
70 | Cc1cc(-c2nnc(NC(=O)C3CCCCC3)o2)nn1C
54 | CCOC(=O)CCC(=O)NCc1ccc2c(c1)cc(C)n2C
53 | Cc1oc2ccccc2c1CC(=O)Nc1ccc(C(C)(C)C)cc1
64 | CCOC(=O)c1cnc(Sc2ncccc2[N+](=O)[O-])nc1N
59 | Cn1c(C2CC(=O)N(c3ccc(Br)cc3)C2)nc2ccccc21 (stereo unspecified)
60 | NS(=O)(=O)c1cc(Br)ccc1I
69 | CSc1ccc(C(=O)Nc2sc3c(c2C(N)=O)CCN(C(C)=O)C3)cc1
56 | CCC(C(=O)N1CCN(c2ncnc3c2nnn3Cc2ccccc2)CC1)c1ccccc1 (stereo unspecified)
60 | CCOC(=O)Cn1c(=O)c2ccsc2c2c(C#N)c(SC)sc21
54 | O=C(Nc1onc2c1CCCC2)c1ccc(S(=O)(=O)N2CCOCC2)cc1
84 | COc1ccc(NC(=O)Cn2nc(NC(C)C)c(-c3nc(-c4ccc(Cl)cc4)no3)c2N)cc1
54 | Nc1ccccc1SC(CC(=O)c1ccc(Cl)cc1)c1ccccc1 (stereo unspecified)
63 | CCOC(=O)c1sc(NC(=O)CSc2nc3sc(C(C)=O)c(C)c3c(=O)[nH]2)nc1C
64 | COc1ccc(C)cc1S(=O)(=O)N1CCCC(c2nnc(C)s2)C1 (stereo unspecified)
52 | COc1ccc(NC(=O)c2cccc(S(C)(=O)=O)c2)c2ccccc12
59 | Cc1ccc(C(=O)NCC(c2ccc3c(c2)CCN3C)N2CCN(C)CC2)cc1C (stereo unspecified)
70 | COc1ccc(-c2ccc(N3CCN(S(=O)(=O)/C=C\c4ccccc4)CC3)nn2)cc1
61 | CCOc1cnc(C(=O)NN=C(N)N)o1
86 | COc1ccc(CC(=O)Nc2nnc(SCC(=O)Nc3ccccc3F)s2)cc1
63 | Cc1ccc(S(=O)(=O)NCCC(=O)N/N=C\c2ccco2)cc1
57 | O=C(CN1CCN(c2ccc(Cl)cc2)CC1)Nc1ccc(Br)cc1
67 | O=C(NCCn1ncc2c(=O)n(Cc3ccc([N+](=O)[O-])cc3)cnc21)C1CCCC1
71 | O=C(CSc1nnc(-c2ccccc2F)o1)Nc1ccc(OC(F)(F)F)cc1
65 | CC(C)CCN1C(=O)C(C)(C)COc2ccc(NS(=O)(=O)c3cccs3)cc21

# (next part)
RMI FANCM FP | smiles
67 | CC(=O)c1ccc(S(=O)(=O)NCCNC(=O)c2ccc(NC(=O)C(C)C)cc2)cc1
64 | CC(=O)N1CCc2ccc(NS(=O)(=O)c3ccccc3)cc2C1
72 | Cn1ccc(C(=O)Nc2nc(-c3cc4ccccc4oc3=O)cs2)n1
58 | Cc1ccc(S(=O)(=O)Nc2ccccc2C(=O)Nc2ccc(-c3nc4ccccc4o3)cc2)cc1
62 | O=S(=O)(Oc1ccc2oc3ccccc3c2c1)c1ccc(F)cc1
58 | O=C(CN1CCN(C(=O)c2ccco2)CC1)Nc1cc(Cl)ccc1Cl
66 | CCn1nccc1C(=O)Nc1cccc2c1C(=O)NC2=O
55 | CSc1ccccc1C(=O)N(CCN(C)C)c1nc2ccc([N+](=O)[O-])cc2s1
69 | CN(C)S(=O)(=O)c1ccc(C(=O)Nc2nnc(Cc3cccs3)o2)cc1
57 | CC(=O)OC[C@@H](OC(C)=O)[C@@H](OC(C)=O)[C@@H](/C=N\N=C(N)N)OC(C)=O
68 | COc1ccc(-c2nnc3ccc(OCCNC(=O)c4cc(OC)cc(OC)c4)nn23)cc1
68 | Cc1cc(F)ccc1S(=O)(=O)Nc1ccc2c(c1)N(C(=O)c1cccs1)CC2
65 | Cc1onc(-c2c(F)cccc2Cl)c1C(=O)NC(=S)NC1CCS(=O)(=O)C1 (stereo unspecified)
51 | CN1C[C@H](C(=O)N[C@]2(C)O[C@@]3(O)[C@@H]4CCCN4C(=O)[C@H](Cc4ccccc4)N3C2=O)CC2c3cccc4[nH]cc(c34)C[C@H]21 (stereo partly specified)
50 | Cc1c(/C=N\Nc2ccc([N+](=O)[O-])cc2)sc2ccc(Cl)cc12
55 | O=c1[nH]n(CCO)c(=O)c2cccnc12
61 | NN1Nc2cc(S(N)(=O)=O)ccc2O1
51&55 | COc1ccc2[nH]c3c(c2c1)CCNC3=O
51 | O=C(C(O)C(O)C(=O)N1CCCC1)N1CCCC1 (stereo unspecified)
51 | COc1ccc(SCC(=O)Nc2nc3c(Cl)cccc3s2)cc1
57 | Cc1cnc2n(c1=O)C(CC(=O)NCc1ccc(F)cc1)CS2 (stereo unspecified)
57 | COc1cccc(-c2nc(Cn3c(=O)n(CC4CCCO4)c(=O)c4ccccc43)c(C)o2)c1OC (stereo unspecified)
64 | Cc1cc(OCC(=O)NCCn2nc(-c3cccnc3)ccc2=O)ccc1Cl
71 | Cc1ccc(NC(=O)C(=O)NCCCCN2CCOC(c3ccccc3)C2)cc1F (stereo unspecified)
72 | CCN(CC)c1ccc(/C=C(\C#N)c2nc3ccccc3s2)cc1
52 | N#Cc1cnn(-c2ccccc2)c1NC(=O)CSc1nnc(-c2ccco2)n1-c1ccc(F)cc1
77 | CCOC(=O)Cc1csc(NC(=O)C2CCN(c3ccc(-c4ccc(OC)cc4)nn3)CC2)n1
56 | CO/N=C1/CCCc2c(C(=O)NNS(=O)(=O)c3ccccc3Cl)sc(SC)c21
54 | N#CCCN(CC1CCCO1)S(=O)(=O)c1cccc2nsnc12 (stereo unspecified)
60 | COc1cccc(COC(=O)c2nnn(-c3ccccc3OC)c2C)c1
91 | C/C(=N/NC(=O)c1cc(-c2ccc3c4c(cccc24)CC3)n[nH]1)c1ccc([N+](=O)[O-])cc1
72 | COc1ccc(C(=O)NCCOc2ccc3nnc(-c4ccc(OC)c(OC)c4)n3n2)cc1
60 | Cc1cccn2c(=O)c(C=O)c(Sc3ncccn3)nc12
57 | NC(CSC(=S)NCCCc1ccccc1)C(=O)O (stereo unspecified)
91 | O=C(/C=C\c1ccc2c(c1)OCO2)Nc1nc(-c2cccnc2)cs1
54 | Cc1ccc(S(=O)(=O)NNC(=O)COc2ccc(Br)cc2)cc1
64 | CC(=O)c1ccc(OC2OC3COC(c4cccc(Br)c4)OC3C(O)C2O)cc1 (stereo unspecified)
52 | O=C(Nc1ccc2c(c1)N(S(=O)(=O)c1cccs1)CCC2)c1c(F)cccc1Cl
62 | CC(C)(C)C1=CC2(O)OCCN(CCO)C2=CC1=O (stereo unspecified)
68 | O=C(Nc1ccc(SCC(=O)N2CCCc3ccccc32)nn1)c1ccco1
67 | COc1cc(C)ccc1OCC(=O)N1CCN(c2ccc3nnc(C)n3n2)CC1
56 | O=C(CSc1nnc(-c2ccncc2)n1-c1ccccc1)Nc1ncccn1
-4* | CN1CCCN(C(c2ccccc2)c2ccc(Cl)cc2)CC1 (stereo unspecified)
52 | CCOC(=O)c1cc2c(N)c(C(=O)OCC)sc2nc1C
45 | O=c1cccc2ccc(O)c(O)c2c1O
62 | CC(C)C(=O)Nc1ccc(S(=O)(=O)NCCOc2ccc(F)cc2)cc1
64 | Cc1cc(Cl)cc2sc(NCC3CCCO3)nc12 (stereo unspecified)
59 | O=C(O)COCC(=O)Nc1ccccc1C(F)(F)F
52 | Cc1nc([N+](=O)[O-])cn1CCc1noc(-c2ccc(OC(F)(F)F)cc2)n1
64 | COc1cccc(CSc2nc(C)c(CC(=O)NCc3ccco3)c(=O)[nH]2)c1

# Further compounds follow:
RMI FANCM FP | smiles
57 | COc1cccc2cc(-c3nnc(NC(=O)c4nc5ccccc5s4)o3)oc12
54 | Cc1cccc2sc(NNC(=O)c3ccco3)nc12
61 | CCc1nnc2c(=O)n(-c3ccc(OC)c(Cl)c3)ccn12
60 | Cc1cc(Cl)ccc1OCC(=O)Oc1ccc(/C=N\NC(=O)c2ccccc2Br)cc1
72 | Cc1ccc(-n2c(C)cc(C(=O)CSc3ncnc4sc5c(c34)CCC5)c2C)cc1C
59 | S=C1SCN(CCc2ccccc2)CN1Cc1ccccc1
61 | CCOC(=O)CCC(=O)N1CCC(c2nnc(-c3ccco3)s2)CC1
58 | Cc1cc(C)c2nc(NC(=O)c3cccs3)sc2c1
77 | COc1ccc(S(=O)(=O)NCC2CCN(Cc3ccccc3)CC2)cc1F
67 | O=c1oc2ccccc2cc1-c1csc(Nc2nc3cc4c(cc3s2)OCO4)n1
62 | CC(=O)Nc1cccc(NC(=O)CSC2=Nc3cccnc3Nc3ccccc32)c1
62 | COc1ccc(NC(=O)C(C)Oc2ccc(F)cc2)c(OC)c1 (stereo unspecified)
71 | COc1ccc(CCS(=O)(=O)NCC2(c3cccs3)CCCC2)cc1

# Compound activity from PubChem BioAssay.

# An excerpt; rates above refer to the full screens.
